# STK33 kin inh – inhibitors of human STK33 kinase | ADP-Glo luminescence, MBP substrate | inhibition, % at 12.5 µM | 0.44% of 27,000 active | AID 2322; in the data active = inhibition above about 20%
# Target sequence (Q9BYT3 whole entry, looked up): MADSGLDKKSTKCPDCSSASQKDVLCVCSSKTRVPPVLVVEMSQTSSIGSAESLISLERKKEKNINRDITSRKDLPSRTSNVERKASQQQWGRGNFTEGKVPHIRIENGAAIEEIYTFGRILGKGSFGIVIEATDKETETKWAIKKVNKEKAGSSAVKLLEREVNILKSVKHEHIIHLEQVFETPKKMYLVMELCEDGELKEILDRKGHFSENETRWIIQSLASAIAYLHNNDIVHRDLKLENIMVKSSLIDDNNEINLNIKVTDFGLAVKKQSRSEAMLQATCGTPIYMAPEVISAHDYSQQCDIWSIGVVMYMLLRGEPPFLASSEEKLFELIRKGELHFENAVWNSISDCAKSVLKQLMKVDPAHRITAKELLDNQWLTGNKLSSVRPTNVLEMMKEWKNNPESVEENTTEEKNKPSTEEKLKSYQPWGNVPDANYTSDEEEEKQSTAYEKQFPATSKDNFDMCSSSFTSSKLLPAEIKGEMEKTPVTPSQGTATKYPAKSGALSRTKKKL
# mut p53 react – re-activators of the mutant p53 pathway; SW480 PUMA-promoter luciferase, p53 mutant reactivation; activation, % at 9.98 µM; 1.5% of 28,000 active; in the data active = activation above about 52%
# * marks the source's active call; other numbers are inactive results; . = not tested or not shown. Some of the compounds tested (hit frequency here may not be typical).
SMILES,STK33 kin inh,mut p53 react
O=C(COc1ccc([N+](=O)[O-])cc1)Nc1cc(C(F)(F)F)ccc1N1CCOCC1,5,0
C[C@H](CO)N1C[C@H](C)[C@H](CN(C)CC2CC2)Oc2ccc(NS(=O)(=O)c3ccc(Cl)cc3)cc2C1=O,-2,.
COc1ccc(-c2oc3cc(O[C@@H]4O[C@@H](C)[C@H](O)[C@@H](O)[C@H]4O)cc(O)c3c(=O)c2O[C@@H]2O[C@H](CO)[C@@H](O)[C@H](O)[C@H]2O)cc1,.,2
C[C@H]1CN([C@@H](C)CO)C(=O)Cc2cc(NS(=O)(=O)c3cccs3)ccc2O[C@@H]1CN(C)S(=O)(=O)c1ccccc1,-6,14
C[C@H](CO)N1C[C@H](C)[C@H](CN(C)C(=O)NC2CCCC2)Oc2ncc(Br)cc2C1=O,.,-5
CNC[C@H]1Oc2ccc(NC(=O)Nc3ccc(F)cc3)cc2C(=O)N([C@@H](C)CO)C[C@H]1C,.,0
Cc1c(Cl)cccc1NC(=O)CN1CCC(C(N)=O)(N2CCCCC2)CC1,-3,-5
C[C@]12CCC[C@](C)(C(=O)O)C1CCC13C=C(CO)C(CCC12)C3 (some centres undefined),-4,7
Cc1ccc(N(C(C)C(=O)Nc2cccc(Cl)c2Cl)S(C)(=O)=O)cc1 (centres undefined),2,-5
O=C1c2ccccc2C(=O)N1CCCSc1nccn1-c1cc(Cl)ccc1Cl,.,-5
CN(C(=O)CSc1nnc(N)s1)c1ccccc1,1,0
Cc1nn(CC(=O)Nc2ccc(C(C)C)cc2)c(C)c1[N+](=O)[O-],-5,-16
O=S(=O)(c1ccc(F)cc1)c1nc(-c2ccccc2Cl)oc1NCc1ccco1,4,-7
O=S(=O)(c1ccc(-c2ccccc2)cc1)N1CCN(Cc2ccc(OCCO)cc2)CC1,7,.
C[C@@H]1CCCCO[C@@H](CN(C)Cc2ccc(C(F)(F)F)cc2)[C@@H](C)CN([C@H](C)CO)C(=O)c2cc(NC(=O)c3ccccc3)ccc2O1,6,.
COC(=O)c1cc(C)cc(OC)c1C1C(=O)C(=O)c2c(O)cccc2C1=O (centres undefined),-5,-13
CC(C)=CC(O)C/C(C)=C/COc1ccc2ccc(=O)oc2c1 (centres undefined),0,1
C[C@@H]1CN([C@@H](C)CO)C(=O)c2cc(NS(=O)(=O)c3ccccc3)ccc2O[C@@H](C)CCCCO[C@@H]1CN(C)Cc1ccc2c(c1)OCO2,.,-17
O=C(C[C@@H]1C[C@@H]2c3cc(NS(=O)(=O)c4ccccc4)ccc3O[C@@H]2[C@@H](CO)O1)NCC1CC1,.,9
COc1ccc(-c2coc3c(OC)c(OC)cc(OC)c3c2=O)cc1,0,.

# Entries of single compounds, quoted from the list:
# Listed for O=S(=O)(c1ccc(F)cc1)c1nc(-c2ccccc2Cl)oc1NCc1ccco1 : STK33 kin inh = 4; mut p53 react = -7
# Listed for CN(C(=O)CSc1nnc(N)s1)c1ccccc1 : STK33 kin inh = 1; mut p53 react = 0

# (listing goes on)
SMILES,STK33 kin inh,mut p53 react
CCn1c(SCC(=O)c2ccc(F)cc2)nnc1-c1cccc([N+](=O)[O-])c1,6,9
C[C@H]1CN([C@@H](C)CO)C(=O)c2cc(NC(=O)Nc3ccccc3)ccc2O[C@H]1CN(C)C(=O)NC1CCCCC1,2,.
COc1cc(OC)cc(OCC(O)Cn2cnc(-c3ccccc3)c2)c1 (centres undefined),-4,3
COc1ccc(CN(C)C[C@H]2Oc3c(NS(=O)(=O)c4cccs4)cccc3C(=O)N([C@H](C)CO)C[C@H]2C)cc1,.,10
C[C@H](CO)N1C[C@H](C)[C@@H](CN(C)C(=O)NC2CCCCC2)Oc2c(NS(=O)(=O)c3cn(C)cn3)cccc2C1=O,.,8
C=C(C(=O)O[C@H]1C/C(C)=C\CC/C(CO)=C\[C@H]2OC(=O)C(=C)[C@H]12)C(O)CO (some centres undefined),7,.
CN1C(=O)c2cccc(NC(=O)C3COc4ccccc4O3)c2C1=O (centres undefined),-4,0
CC(C)NC(=O)N(C)C[C@@H]1OCCCC[C@H](C)Oc2ccc(N(C)C)cc2C(=O)N([C@@H](C)CO)C[C@@H]1C,.,0
O=[N+]([O-])c1ccc(CSc2nnc(-c3ccccn3)n2-c2ccccc2)cc1,0,-5
C[C@H](CO)N1C[C@H](C)[C@@H](CN(C)C)Oc2cc(-c3ccncc3)ccc2S1(=O)=O,.,-4
C[C@@H]1CN([C@H](C)CO)C(=O)CCCn2cc(nn2)CO[C@H]1CN(C)C(=O)CCC(F)(F)F,1,16
COc1ccc(NC(=O)Nc2ccc3c(c2)C(=O)N([C@H](C)CO)C[C@H](C)[C@@H](CN(C)S(=O)(=O)c2cn(C)cn2)OCCCC[C@@H](C)O3)cc1,0,.
C[C@@H]1CCCCO[C@@H](CN(C)C(=O)Nc2ccccc2)[C@@H](C)CN([C@H](C)CO)C(=O)c2cc(NS(=O)(=O)c3ccc(F)cc3)ccc2O1,3,12
CCCN(C)C[C@@H]1Oc2ncc(-c3ccccc3OC)cc2C(=O)N([C@H](C)CO)C[C@@H]1C,.,10
CC1OC(OC2C(O[C@H]3OC[C@](O)(CO)[C@H]3O)COC(O[C@@H]3[C@@H](O)[C@@H](O)[C@H](OC4C(OC(=O)[C@]56CCC(C)(C)CC5C5=CCC7[C@@]8(C)C[C@H](O)[C@H](OC9OC(CO)C(O)C(O)C9O)[C@@](C)(CO)C8[C@H](O)C[C@@]7(C)[C@]5(C)CC6)OCC(O)C4O)O[C@H]3C)C2O)C(O)C(O)C1O (some centres undefined),2,1
CC(C)NC(=O)Nc1ccc2c(c1)CC(=O)N([C@H](C)CO)C[C@@H](C)[C@H](CN(C)Cc1ccc(-c3ccccc3)cc1)O2,-1,2
CC(C)NC(=O)N(C)C[C@H]1OCCCC[C@@H](C)Oc2ccc(NC(=O)Nc3ccc(F)cc3)cc2C(=O)N([C@H](C)CO)C[C@@H]1C,2,-4
C[C@@H]1CN([C@H](C)CO)C(=O)c2cccc(NC(=O)c3ccncc3)c2O[C@@H]1CN(C)S(=O)(=O)c1cccs1,.,10
Cc1nc(SCC(=O)c2ccccc2)c2sc3nc4c(cc3c2n1)COC(C)(C)C4,1,91*
Cc1cc(C)nc(SC(C)C(=O)Nc2ccccc2)n1 (centres undefined),-1,-9

# Six compounds drawn at random from those above:
SMILES,STK33 kin inh,mut p53 react
O=S(=O)(c1ccc(F)cc1)c1nc(-c2ccccc2Cl)oc1NCc1ccco1,4,-7
C[C@H](CO)N1C[C@H](C)[C@@H](CN(C)C(=O)NC2CCCCC2)Oc2c(NS(=O)(=O)c3cn(C)cn3)cccc2C1=O,.,8
Cc1nc(SCC(=O)c2ccccc2)c2sc3nc4c(cc3c2n1)COC(C)(C)C4,1,91*
C[C@@H]1CN([C@@H](C)CO)C(=O)c2cc(NS(=O)(=O)c3ccccc3)ccc2O[C@@H](C)CCCCO[C@@H]1CN(C)Cc1ccc2c(c1)OCO2,.,-17
C[C@@H]1CN([C@H](C)CO)C(=O)c2cccc(NC(=O)c3ccncc3)c2O[C@@H]1CN(C)S(=O)(=O)c1cccs1,.,10
C[C@@H]1CCCCO[C@@H](CN(C)C(=O)Nc2ccccc2)[C@@H](C)CN([C@H](C)CO)C(=O)c2cc(NS(=O)(=O)c3ccc(F)cc3)ccc2O1,3,12

# Next section.
SMILES,STK33 kin inh,mut p53 react
C[C@H](CO)N1C[C@H](C)[C@H](CN(C)C(=O)Nc2ccccc2)OCCCC[C@H](C)Oc2ccc(NC(=O)CCC(F)(F)F)cc2C1=O,.,6
COc1ccc(S(=O)(=O)N(C)C[C@H]2Oc3ccc(NC(=O)CCC(F)(F)F)cc3C(=O)N([C@H](C)CO)C[C@@H]2C)cc1,.,-3
CC(C)(C)c1ccc(OCCn2c(CO)nc3ccccc32)cc1,0,-4
Cc1cc(=O)[nH]c(SCC(=O)Nc2c(C)cccc2C)n1,-2,-5
CCC(=O)N(C)C[C@H]1Oc2ncc(-c3ccc(C(=O)N(C)C)cc3)cc2C(=O)N([C@@H](C)CO)C[C@H]1C,.,-4
COc1ccc(OC(=O)c2cnc3n(c2=O)CCS3)cc1,.,26
Cc1ccc2cccc(S(=O)(=O)NC3CCS(=O)(=O)C3)c2n1 (centres undefined),-5,3
Cc1cc(OCC(=O)Nc2ccccc2-c2nc3ccccc3s2)ccc1Cl,-1,-8
Cc1ccc(S(=O)(=O)Nc2ccc3c(c2)CC(=O)N([C@H](C)CO)C[C@H](C)[C@H](CN(C)CC2CCCCC2)O3)cc1,1,.
CC(C)C1NC(=O)C(CC2(O)c3ccccc3N3C(=O)C(Cc4ccccc4)NC32)NC1=O (centres undefined),-1,20
C[C@]12C=CC(=O)C=C1CCC1C2C(=O)C[C@@]2(C)C1CC[C@]2(O)C(=O)CO (some centres undefined),2,.
Oc1oc(-c2ccco2)nc1C=Nc1ccccc1,.,15
C[C@@H]1CN([C@H](C)CO)C(=O)c2cc(NC(=O)Cc3ccccc3)ccc2O[C@@H](C)CCCCO[C@@H]1CN(C)C(=O)c1ccncc1,.,5
COc1ccc(C(=O)Cn2c3ccccc3n3nc(-c4ccccc4)nc23)cc1OC,7,-1
CS(=O)(=O)Nc1ccccc1C(=O)NCc1ccco1,-4,-15
Cc1ccc(S(=O)(=O)N(C)C[C@@H]2Oc3ccc(NS(=O)(=O)c4c(C)noc4C)cc3C(=O)N([C@@H](C)CO)C[C@@H]2C)cc1,1,.
C=CCNC(=O)[C@@H]1[C@H]2C(=O)O[C@H](c3ccccc3)[C@H](c3ccccc3)N2[C@H](c2ccc(O)cc2)[C@@]12C(=O)N(C(=O)OCCOC)c1ccccc12,4,.
COc1ccc([C@@H]2C=C(C(=O)O)O[C@H](OCCCCO)C2)cc1,-2,.
NC(=O)[C@H]1[C@@H]2C(=O)O[C@@H](c3ccccc3)[C@@H](c3ccccc3)N2[C@@H](c2ccc(O)cc2)[C@]12C(=O)Nc1ccc(C#CCCO)cc12,4,.
O=C1CC(C(=O)Nc2ccc3c(c2)OCCO3)n2ncnc2N1 (centres undefined),0,-3
CNC[C@H]1Oc2ccc(NC(=O)NC(C)C)cc2CC(=O)N([C@@H](C)CO)C[C@H]1C,3,7
C[C@@H]1CN([C@H](C)CO)C(=O)c2cc(NS(=O)(=O)c3ccccc3)ccc2O[C@@H](C)CCCCO[C@@H]1CN(C)C(=O)CCC(F)(F)F,.,-8
COCC#Cc1cnc2c(c1)C(=O)N([C@@H](C)CO)C[C@@H](C)[C@H](CN(C)S(=O)(=O)c1ccccc1)O2,.,-3
CC(C)(C)NC(=O)CSc1ccc(Cl)cc1,0,.
Cc1noc(C)c1NC(=O)N(C)C[C@H]1Oc2ccc(NC(=O)Cn3cnnn3)cc2CC(=O)N([C@@H](C)CO)C[C@H]1C,0,6
CCCN(C)C[C@@H]1OCCCC[C@@H](C)Oc2ccc(NC(=O)Nc3ccc(F)cc3)cc2C(=O)N([C@H](C)CO)C[C@@H]1C,-2,.
Cc1ccccc1C(=O)Nc1cccc(NC(=O)COc2ccccc2Cl)c1,2,26
Cc1noc(C)c1NC(=O)Nc1ccc2c(c1)C(=O)N([C@H](C)CO)C[C@H](C)[C@H](CN(C)Cc1ccccc1)O2,-1,.
CNC[C@H]1Oc2ccc(NC(=O)CCC(F)(F)F)cc2CC(=O)N([C@H](C)CO)C[C@@H]1C,.,-8
Cc1noc(C)c1NC(=O)Nc1ccc2c(c1)CC(=O)N([C@@H](C)CO)C[C@H](C)[C@@H](CN(C)S(=O)(=O)c1ccc(F)cc1)O2,-3,.
COc1cc(O)c2c(c1)O[C@H](c1ccc(O)c(O)c1)[C@@H](OC(C)=O)C2=O,2,5
Cn1c(=O)c(C(=O)NCCO)c(O)c2ccccc21,3,49
C[C@H]1CN([C@@H](C)CO)C(=O)c2cc(NC(=O)Nc3ccc4c(c3)OCO4)ccc2O[C@@H]1CN(C)S(=O)(=O)c1cn(C)cn1,0,3
COc1ccc(OC(C)C(=O)NCC2CCCO2)cc1 (centres undefined),-1,-4
COc1cc(NC(=O)COc2ccccc2OC)cc(OC)c1,-1,1
O=C(C[C@@H]1C[C@H]2c3cc(NC(=O)CC4CC4)ccc3O[C@H]2[C@H](CO)O1)NCc1cccnc1,.,9
C[C@@H]1CN([C@@H](C)CO)C(=O)c2cc(NS(=O)(=O)c3cn(C)cn3)ccc2O[C@@H](C)CCCCO[C@@H]1CN(C)S(=O)(=O)c1cccs1,.,0
C[C@@H]1CN([C@@H](C)CO)C(=O)Cc2cc(NS(=O)(=O)c3ccccc3)ccc2O[C@@H]1CN(C)S(=O)(=O)c1ccccc1,2,.
C[C@H](CO)N1C[C@H](C)[C@H](CN(C)S(=O)(=O)c2cccs2)Oc2ncc(-c3ccc(F)cc3)cc2C1=O,1,17
CN(CC(=O)Nc1ccc([N+](=O)[O-])cc1)S(=O)(=O)c1cc(Cl)ccc1Cl,3,-2
O=C(O)c1cccc(NC(=O)c2ccc3c(c2)C(=O)N(Cc2cccnc2)C3=O)c1,3,-7
Cc1cccc(OCC(O)Cn2cnc3ccccc32)c1 (centres undefined),-2,-1
